HTR5A ag ctr – HTR5A agonists in luminescence cell assay, primary screen, counter-screen for OPRM1-OPRD1 heterodimer agonist project, full-deck HTS. 340,000 tested, 0.61% active. AID 504692, 2011. 5-hydroxytryptamine receptor 5A (Homo sapiens), P47898. cell-based. activation, % at 9.3 µM; in the data active = activation mostly above about 9.5%, no sharp cut-off; inactive = mostly below about 7.6%;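 also: 0% = cells with vehicle only and 100% = reference agonist; strong numbers were not always called active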
PKA-R1A act – activators of PKA-R1A holoenzyme, primary screen, biochemical, fluorescence polarization, Cy5-IP20, bovine R1A, mouse PKAc; 340,000 tested, 0.083% active; cAMP-dependent protein kinase type I-alpha regulatory subunit (Bos taurus) + …; AID 504707, 2011; activation, % at 11.4 µM; PKA-R1A dissociation; scaled: DMSO 0%, 113 µM cGMP 100%;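 active = percent activation above the mean of all tested compounds plus 3 SD, cut at about 19% in these data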;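 also: higher means more PKAc released from R1A so a rise in polarization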
AddAB inh – growth inhibition of E. coli expressing H. pylori AddAB, primary screen, AddAB inhibitor project, absorbance; inhibition, % at 11.9 µM; 330,000 tested, 0.29% active; AID 435030, 2010; in the data active = inhibition above about 12%;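 also: 0% = vehicle wells of infected cells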
SUMO Mot1 rescue – yeast Mot1-301 growth rescue at high temperature, primary screen, SUMOylation pathway inhibitor project, S. cerevisiae, ATP luminescence, 38.5C. 320,000 tested, 1% active. S. cerevisiae Mot1-301 growth rescue; percent above DMSO median, 100 means doubled. growth rescue, % at 18.8 µM;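 active = every valid replicate shows activation above 250% relative to neutral control wells; inactive = the rest, any valid replicate at or below 250%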;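 also: OY570 slx delta 5 strain wells were the positive control but not used for scaling; some compounds called inactive have numbers as strong as hits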
Tat transport – E. coli Tat export inhibitors, primary screen, MC4100, TorA-mCherry reporter, fluorescence, single point | inhibition, % at 10 µM | 340,000 tested, 0.036% active;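 active = mean replicate inhibition at least 50% and at least half of replicates individually reaching 50%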;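 also: exported cargo escapes ClpAP degradation while cytoplasmic cargo is degraded and loses fluorescence; 0% = median of neutral control wells and 100% = median of NaSCN control wells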
DAGLB inh – DAGLB lipase inhibitors, primary screen, biochemical, fluorescence, HTS | Diacylglycerol lipase-beta (Homo sapiens), Q8NCG7 | HEK293T DAGLB membrane lysate, EnzChek fluorogenic substrate | inhibition, % at 5.17 µM | 340,000 tested, 0.059% active | AID 504411, 2011; in the data active = inhibition above about 34%;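 also: 0% = enzyme with vehicle and 100% = wells lacking enzyme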
phage Ecoli inh – growth loss of phage-infected E. coli, primary screen, RecBCD inhibitor project, absorbance, with phage, HTS; inhibition, % at 11.9 µM; 360,000 tested, 0.26% active; in the data active = inhibition above about 11%
CDK5 inh – inhibitors of human CDK5/p35 kinase, primary screen, biochemical, single concentration | Cyclin-dependent kinase 5 (Homo sapiens) + Cyclin-dependent kinase 5 activator 1 (Homo … | Recombinant CDK5/p35, ADP-Glo luminescence, 60 min | inhibition, % at 10 µM | 330,000 tested, 0.01% active | AID 488839, 2010;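 active = highest replicate inhibition of at least 50% and at least 75% of replicates reaching 50%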;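 also: plate controls were DMSO neutral control for no effect and GW8510 at 10 µM for full effect; many of its hits are not listed in these tables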
Target sequence (Q00535 whole entry, looked up): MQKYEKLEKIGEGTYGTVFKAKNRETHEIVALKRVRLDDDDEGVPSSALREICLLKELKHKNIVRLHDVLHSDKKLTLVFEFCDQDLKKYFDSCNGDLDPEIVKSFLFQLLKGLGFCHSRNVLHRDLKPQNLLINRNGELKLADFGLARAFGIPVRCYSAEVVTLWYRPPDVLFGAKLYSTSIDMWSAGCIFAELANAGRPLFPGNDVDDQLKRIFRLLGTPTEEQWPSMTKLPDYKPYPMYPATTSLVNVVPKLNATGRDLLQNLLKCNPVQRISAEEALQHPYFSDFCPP
Target sequence (Q15078 whole entry, looked up): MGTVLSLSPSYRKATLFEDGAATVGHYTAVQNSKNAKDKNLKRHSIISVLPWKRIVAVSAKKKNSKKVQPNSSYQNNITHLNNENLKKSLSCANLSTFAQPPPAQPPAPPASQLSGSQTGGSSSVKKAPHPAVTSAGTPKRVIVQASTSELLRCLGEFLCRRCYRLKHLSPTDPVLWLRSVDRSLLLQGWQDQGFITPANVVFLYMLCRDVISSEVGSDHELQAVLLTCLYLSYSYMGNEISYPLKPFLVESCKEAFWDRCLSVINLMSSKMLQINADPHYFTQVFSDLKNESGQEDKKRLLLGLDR
HTR5A inv ctr – HTR5A inverse agonists in luminescence cell assay, primary screen, counter-screen for OPRM1-OPRD1 heterodimer inverse agonist project, full-deck HTS; 5-hydroxytryptamine receptor 5A (Homo sapiens), P47898; inhibition, % at 9.3 µM; AID 504634, 2011; 340,000 tested, 0.083% active; HTR5A cell line, inverse agonism; in the data active = inhibition mostly above about 23%, no sharp cut-off; inactive = mostly below about 18%;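 also: 0% = cells with DMSO and 100% = no-cell wells with DMSO; some compounds called inactive have numbers as strong as hits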
E coli growth – E. coli V3065 growth inhibition, primary screen, counter-screen for AddAB inhibitor project, absorbance, OD600; 18 h; inhibition, % at 11.9 µM; 330,000 tested, 0.27% active; AID 449728, 2010;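 active = inhibition above the campaign's mean inhibition across all tested compounds plus 3 SD, cut at about 9.9% in these data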;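 also: uninfected addAB+ strain grown without phage in ampicillin broth; 0% = DMSO wells and 100% = ciprofloxacin 0.95 µg/ml wells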
PKA-R2B act – activators of PKA-R2B holoenzyme, primary screen, biochemical, fluorescence polarization, Cy5-IP20, human; cAMP-dependent protein kinase catalytic subunit beta (Homo sapiens) + cAMP-dependent …; PKA-R2B holoenzyme dissociation; R2B truncated from residue 108, S112A mutant; 0% DMSO only, 100% 113 µM cGMP; activation, % at 11.4 µM; 340,000 tested, 0.079% active; AID 504700, 2011;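 active = activation above a cutoff set at the mean over all compounds plus 3 SD, cut at about 18% in these data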;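 also: higher means more holoenzyme dissociation and a rise in polarization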
Target sequence (P31323 whole entry, looked up, other chains not shown, the tested form may be a part): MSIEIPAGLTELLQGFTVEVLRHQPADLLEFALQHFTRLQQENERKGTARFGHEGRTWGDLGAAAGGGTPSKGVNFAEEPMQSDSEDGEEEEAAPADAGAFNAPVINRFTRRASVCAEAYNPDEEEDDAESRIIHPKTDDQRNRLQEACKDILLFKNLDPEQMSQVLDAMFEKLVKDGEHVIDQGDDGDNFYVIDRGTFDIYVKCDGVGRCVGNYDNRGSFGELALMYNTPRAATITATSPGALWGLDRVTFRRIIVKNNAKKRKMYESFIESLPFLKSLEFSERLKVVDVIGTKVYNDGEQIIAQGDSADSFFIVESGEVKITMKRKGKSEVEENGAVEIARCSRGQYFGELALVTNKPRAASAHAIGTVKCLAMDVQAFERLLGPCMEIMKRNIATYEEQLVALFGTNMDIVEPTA
* marks the source's active call; other numbers are inactive results; x = no result given. Compounds were not picked by outcome. Share with any hit: about 2.3%.

Every second line gives: HTR5A ag ctr	PKA-R1A act	AddAB inh	SUMO Mot1 rescue	Tat transport	DAGLB inh	phage Ecoli inh	CDK5 inh	HTR5A inv ctr	E coli growth	PKA-R2B act
> COc1ccc(NC(=O)c2ccccc2Sc2ccc(NC(C)=O)nc2)cc1
 : 3	-3	5.4	286	3	-1	4.2	-0.1	-9	1.2	-17
> Cc1sc2nc(C3CC3)nc(SCC(=O)N3c4ccccc4CC3C)c2c1C (stereo not drawn)
 : 3	-5	1.8	9	-5	-4	x	1.3	-11	-0.8	-9
> NC(=O)CSc1oc(-c2ccco2)nc1S(=O)(=O)c1ccccc1
 : 0	2	3.5	12	-11	1	1.6	0.9	-5	-0.4	-4
> O=C(c1cc(Cl)nc2ccccc12)N1CCCCC1
 : 6	-21	-0.1	1	7	4	0.8	6.4	-14	-0.2	-5
> COc1cccc(-n2nnc3c(=O)n(Cc4ccccc4Cl)cnc32)c1
 : 6	5	1.7	-22	6	-4	0.0	0.6	0	3.7	-2
> Cc1ccsc1/C=N/N1CCOCC1
 : 0	6	0.9	5	-9	0	4.4	0.4	14	1.7	-10
> COCCn1c(SCC(=O)N2CCOCC2)nnc1-c1ccncc1
 : 9	-3	0.8	-14	-2	0	-1.8	1.0	-11	0.9	-12
> COc1cccc(OCC(=O)NCC2CCCO2)c1 (stereo not drawn)
 : 5	-20	0.3	36	1	2	1.2	-0.4	-12	-1.5	0
> O=C(Nc1ccccn1)c1ccc(Cl)c([N+](=O)[O-])c1
 : x	x	-1.2	4	-1	x	6.7	0.5	x	-2.5	x
> Cc1nc(SC(C)C(=O)NC2CCCC2)c2ccccc2n1 (stereo not drawn)
 : 5	4	1.4	-7	1	-2	1.2	0.1	-13	-1.4	3
> Cc1ccc(N2CC(C(=O)Nc3ccc(S(=O)(=O)NCC4CCCO4)cc3)CC2=O)cc1C (stereo not drawn)
 : 7	-5	2.2	15	-3	-2	2.1	-0.8	-20	1.1	6
> Cc1cccc(Cn2nnc3c2C(=O)c2ccccc2C3=O)c1
 : -4	-4	-1.0	-23	-5	-5	0.2	-0.8	10	-2.3	2
> O=C(Nc1cccc(S(=O)(=O)NC2=NCCCCC2)c1)c1cc(-c2ccco2)nc2ccccc12
 : 5	8	0.0	3	-1	3	0.9	0.3	-13	0.8	-7
> O=C(O)c1nc(-c2ccccc2)n(-c2ccccc2)n1
 : 3	-5	1.9	-2	2	3	1.0	-3.7	-28	-1.7	-11
> Cc1cc(-c2nn(-c3ccccc3F)cc2CN2CCCC(C(N)=O)C2)c(C)s1 (stereo not drawn)
 : 0	-10	-0.2	3	1	-4	1.7	0.4	2	0.1	-4
> O=C(NCCN1C(=O)C2C3C=CC(C3)C2C1=O)N1CCOCC1 (stereo not drawn)
 : -1	1	7.2	-7	11	-3	0.5	-6.4	3	0.0	-5
> COc1ccc(-c2nc(C(F)(F)F)c(OC)o2)cc1OC
 : -1	-3	0.4	-6	2	0	1.1	0.6	2	-1.7	-6
> COc1ccc(/C=N/N2CCN(c3ccccc3)CC2)cc1Br
 : -1	3	1.3	-11	-3	1	-0.6	-0.4	3	-0.3	8
> COC(=O)Nc1nnc(SCc2ccc(C)cc2)s1
 : 7	-3	-2.7	23	-14	3	1.9	0.5	-25	-1.6	5
> O=C(COc1ccc(-c2ccccc2)cc1)N1CCCC1
 : -4	-1	-0.3	2	1	-1	4.0	2.2	9	-0.4	0
> C=CCC[C@@H](Cc1ccc(F)cc1)C(=O)OCCNC(=O)[C@@H](CC=C)CC(=O)N(CCO)Cc1ccccc1
 : 7	-4	-0.9	1	19	-2	1.5	0.9	-1	-0.2	-9
> CCCc1c(C)nn(-c2ncccc2[N+](=O)[O-])c1C
 : -2	-4	2.2	x	0	-3	-0.8	0.6	6	0.8	-6
> CC1CCN(c2c(NCc3ccc(C(=O)N(C)C4CCCCC4)cc3)c(=O)c2=O)CC1
 : 8	-7	-2.5	x	0	4	1.2	-1.7	-21	-1.4	8
> COc1ccc(CC(=O)NCC(=O)N/N=C/c2ccc(C)o2)cc1
 : 4	-16	1.2	-2	3	-1	2.7	0.2	-11	2.3	-9
> Nc1nc2c(s1)C(=O)CCC2
 : -5	1	2.4	0	-1	-1	2.1	-0.4	16	0.5	-2
> NC(=O)c1c(NC(=O)CSc2nnc(-c3ccccc3)n2CC2CCCO2)sc2c1CCC2 (stereo not drawn)
 : 4	5	1.4	-20	11	1	3.1	-7.2	-14	0.2	-3
> CCCN(CC(=O)Nc1ccccc1OC)C(=O)CSC(=S)N1CCCC1
 : 2	-7	2.8	6	2	-1	1.2	-0.6	-5	1.4	3
> CN(C)N1C(N)=C(C#N)C(c2ccc(Br)cc2)C2=C1CC(C)(C)CC2=O (stereo not drawn)
 : 0	-1	0.5	17	-2	3	0.8	-0.3	-1	-0.6	0
> CCn1c(COc2cccc(OC)c2)nnc1SCC(=O)Nc1cccc(OC)c1
 : 0	3	0.3	137	6	-3	2.2	3.5	-16	-3.3	-5
> COCCCNC(=O)CCC(=O)NNc1nc2ccccc2c2nc(-c3ccccc3)nn12
 : 5	0	0.8	-16	-3	-1	2.8	0.6	-14	0.4	-10
> CC(=O)C(Sc1ccc2nnc(-c3ccc(C)cc3)n2n1)C(C)=O
 : 7	-3	-0.2	-11	2	0	3.6	-1.8	-20	-3.1	-6
> CCOC(=O)c1c(NC(=O)CSc2nnc3c(n2)[nH]c2ccccc23)sc2c1CCN(C)C2
 : 0	1	-1.1	9	7	0	1.6	1.6	1	-2.8	2
> C[C@]12c3[nH]c4ccc(Cl)cc4c3CCN1C(=O)[C@@H](CC(=O)NCCc1ccccn1)C[C@@H]2C(=O)N1CCCCC1
 : 1	-11	-0.7	x	-5	-1	1.0	-0.6	-4	-0.5	-4
> O=C(/C=C/c1ccc2ccccc2n1)N1CCN(S(=O)(=O)c2ccccc2F)CC1
 : -3	-11	-1.5	16	7	-3	2.2	-0.7	-9	1.8	8
> Cc1ccc(OCC(=O)Nc2cccc(-c3nnc(-c4ccccc4)o3)c2)c(C)c1
 : 8	0	0.2	-5	5	-10	1.0	5.1	-20	1.5	4
> O=c1cc2c(nn1Cc1cccc([N+](=O)[O-])c1)-c1ccccc1CC2
 : -1	-8	1.6	-10	1	1	0.9	-0.5	32	1.1	5
> Cc1c(C=O)c2ccccn2c1C(=O)c1ccccc1
 : -2	-9	1.4	4	4	-1	3.1	0.6	6	0.7	-2
> O=C(Nc1cc2c3c(c1)CC(=O)N3CCC2)c1ccccc1C(F)(F)F
 : 1	-2	0.1	-8	-3	1	1.8	0.3	11	0.6	-2
> O=C(Nc1ncc(C(F)(F)F)cc1Cl)c1ccc(S(=O)(=O)N2CCOCC2)cc1
 : -1	0	-1.8	-5	0	-3	0.9	0.9	1	-2.9	-3
> C[C@@]12C(=O)N(c3cccc(Cl)c3)C(=O)N1[C@@H]1c3ccccc3OC[C@@H]1[C@H]2c1ccccc1
 : 3	-2	-1.9	-20	-9	-8	1.1	-0.6	14	0.5	4
> Cc1ccc(NC(=O)c2ncn(CC(=O)NCc3nc4ccccc4[nH]3)n2)cc1C
 : -2	-5	0.6	x	28	0	2.2	-9.5	6	2.5	-3
> O=C(N/N=C/c1coc2ccccc2c1=O)c1ccc(Cl)cc1
 : 4	-7	3.3	12	-8	-1	3.6	1.2	18	1.8	-5
> O=C(Nc1ccccc1Sc1ccccc1)C1CCCO1 (stereo not drawn)
 : 2	3	1.1	349	-5	-3	2.7	-2.1	-31	1.2	-5
> CC(C)C(NC(=O)c1ccccc1)C(=O)NC1CCCc2ccccc21 (stereo not drawn)
 : 2	-3	0.8	-1	-7	2	1.6	0.9	6	-0.3	5
> COc1ccc(C(=O)N2CCOC2CNC(=O)C(=O)NCc2ccccc2Cl)cc1 (stereo not drawn)
 : -1	4	1.1	3	0	-1	3.0	0.4	7	-2.0	-6
> CC(=O)Nc1ccccc1OC(C)C(=O)N1CCC(C)CC1 (stereo not drawn)
 : -1	-1	-1.9	9	-3	3	2.4	-1.3	4	1.1	2
> Cc1ccc(-n2c(Cc3ccccc3)n[nH]c2=S)c(C)c1
 : -2	-16	3.4	16	0	1	2.0	-1.0	4	-1.3	-1
> Cc1nc(-c2ccccc2)sc1C(=O)CSc1ccc(Cl)cc1
 : 3	-2	4.0	-25	6	-11	0.7	-1.2	-10	-0.2	2
> Cc1ccc(-c2cc(C(=O)N3CCN(c4ccc(F)cc4)CC3)c3ccccc3n2)o1
 : 2	-13	2.5	27	10	-5	1.7	1.1	-5	-1.5	-3
> CC(=O)Nc1ccc(NC(=O)C(C)OC(=O)c2cc(S(=O)(=O)N3CCOCC3)ccc2Cl)cc1 (stereo not drawn)
 : -4	6	1.2	11	3	0	1.1	-5.0	11	-2.1	1
> Cc1cc(Nc2ccc(F)cc2F)n2nc(C)nc2n1
 : -1	-4	2.5	153	13	-8	1.8	2.9	3	2.2	5
> COc1ccc(-c2nnn3c2nc(NCc2ccccc2)c2ccccc23)cc1
 : 9	-2	2.5	-6	3	-1	0.9	0.2	-21	1.5	2
> Cc1cc(C(=O)COC(=O)c2cc(Cl)ccc2N)c(C)n1Cc1ccco1
 : 0	-1	-0.7	-7	-9	-5	3.0	-0.7	0	0.1	1
> O=C(CN1C(=O)c2cccnc2Oc2ccc(Cl)cc21)NCCc1ccccc1
 : 0	-5	-0.6	7	-4	-1	0.8	x	1	-2.2	2
> COc1ccc(CC(=O)Nc2cc(Cl)ccc2N2CCCC2)cc1
 : 7	-6	-1.0	-16	-7	-9	1.1	0.1	-20	-2.0	-6
> COc1ccc(C(=O)N2CCCC(C(=O)c3ccccc3OC)C2)cc1OC (stereo not drawn)
 : -3	-4	3.1	-18	-7	2	1.6	-0.4	12	2.6	-7
> COc1ccccc1CNC(=O)C1CCCN(S(=O)(=O)c2ccc3c(c2)C(C)(C)C(=O)N3C)C1 (stereo not drawn)
 : -3	-7	3.5	-9	4	1	3.4	-1.3	8	0.7	0
> O=C1C2CCCCC2C(=O)N1c1ccc(NC2CCN(Cc3ccccc3)CC2)c([N+](=O)[O-])c1 (stereo not drawn)
 : x	-14	2.5	15	13	1	-0.1	0.7	x	-0.3	-3
> Cc1cccc(/C(N)=N/OC(=O)c2ccccc2Cl)c1
 : -4	-3	-1.5	5	3	-11	4.6	8.1	10	-1.1	4

Screening data: PubChem BioAssay, several laboratories
